From PubChem BioAssay
Bim-Bcl-XL – human Bim-Bcl-XL interaction inhibition | Bim peptide-Bcl-XL binding, bead flow cytometry, fluorescence | inhibition, % at 10 µM | AID 1007 | 190,000 tested, 0.04% active
Target sequence (Q07817 whole entry, looked up): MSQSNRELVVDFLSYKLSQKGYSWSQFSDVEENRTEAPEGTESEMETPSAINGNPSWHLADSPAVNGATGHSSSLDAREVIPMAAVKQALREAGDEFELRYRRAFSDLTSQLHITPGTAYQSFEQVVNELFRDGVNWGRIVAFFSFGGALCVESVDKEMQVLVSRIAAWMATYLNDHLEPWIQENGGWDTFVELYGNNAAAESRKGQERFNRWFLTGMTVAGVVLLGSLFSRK
RGS4-Gao reg – modulates binding of RGS4 to human Galphao; Multiplexed bead flow cytometry; actives lie on both sides; binding response (% of control), % at 10 µM; AID 1415; 220,000 tested, 0.33% active; in the data active = binding response below about 49% or above about 150%; inactive = in between;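 note: fluorescent Galphao activated with aluminum fluoride binding bead-coupled RGS4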
RGS8-Gao – human RGS8-Galphao interaction regulation; multiplexed bead flow cytometry, RGS8-Galphao binding; actives lie on both sides; 220,000 tested, 0.34% active; response (percent of control binding), % at 10 µM; in the data active = response below about 60% or above about 140%; inactive = in between;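 note: Galphao activated as the GDP aluminium fluoride complex binding bead-coupled RGS8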
Bim-Bcl-2 – human Bim-Bcl-2 interaction inhibition; P10415; Bead-based flow cytometry, Bim peptide-Bcl-2 binding; inhibition, % at 10 µM; 190,000 tested, 0.06% active; in the data active = inhibition above about 40%; inconclusive = no clear call, values can overlap the other calls;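 note: 0% = no compound wells with probe peptide and 100% = reference peptide inhibitor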
Bcl-B Bim block – inhibitors of Bim-Bcl-B interaction, human; bead-based flow cytometry, Bim peptide-Bcl-B binding; Q9HD36; 190,000 tested, 0.073% active; AID 951; inhibition, % at 10 µM;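 note: 0% = tracer peptide without compound and 100% = reference inhibitor peptide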
RGS7-Gao reg – regulators of human RGS7-Galphao interaction. Multiplexed bead flow cytometry, RGS7-Galphao binding; actives lie on both sides. binding response (% of control), % at 10 µM. 220,000 tested, 0.35% active. AID 1439; in the data active = binding response below about 49% or above about 150%; inconclusive = no clear call, values can overlap the other calls; inactive = in between;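 note: fluorescent Galphao held in activated GDP-AlF4 state binding bead-coupled RGS7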
ABCB1 inh – inhibitors of human ABCB1 transporter, ABCG2 counter-screen; P08183; CCRF-Adr cells, JC-1 efflux, flow cytometry; inhibition, % at 6.6 µM; 190,000 tested, 0.067% active; AID 1326; in the data active = inhibition above about 40%;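 note: 0% = vehicle and 100% = reference inhibitor; higher value means more JC-1 retained so stronger ABCB1 efflux block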
GSH bead fluor – GSH bead compound fluorescence profile; GSH beads flow cytometry, compound fluorescence 488/530 nm; active compounds read high; fluorescence (KMESF) at 10 µM; 190,000 tested, 0.25% active; in the data active = fluorescence above about 89;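 note: glutathione beads carrying GST-tagged Bcl family fusion proteins plus one bare bead set; values are compound well signal with DMSO vehicle wells as background; inactives centre near 16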
Bfl-1 Bim block – inhibitors of Bim-Bfl-1 interaction, human; 190,000 tested, 0.12% active; Bead-based flow cytometry, Bim-Bfl-1 binding inhibition; Q16548; inhibition, % at 10 µM; AID 1008;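 note: 0% = wells without compound plus tracer and 100% = blocker peptide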
Bim-Bcl-W – disrupts Bim peptide binding to human Bcl-W; Q92843; bead-based flow cytometry; inhibition, % at 10 µM; 190,000 tested, 0.02% active; AID 952;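 note: 0% = bound tracer without compound and 100% = peptide blocker; higher means less fluorescent Bim peptide bound to Bcl-W beads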
Target sequence (Q92843 whole entry, looked up): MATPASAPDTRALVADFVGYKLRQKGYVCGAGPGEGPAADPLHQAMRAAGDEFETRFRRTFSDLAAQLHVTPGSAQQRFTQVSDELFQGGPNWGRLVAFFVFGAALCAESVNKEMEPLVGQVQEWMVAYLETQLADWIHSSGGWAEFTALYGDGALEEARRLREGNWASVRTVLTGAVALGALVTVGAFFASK
ABCG2 inh – human ABCG2 inhibition, ABCB1 as counter-screen; Q9UNQ0; IgMXP3 cells, JC-1 efflux, flow cytometry; inhibition, % at 6.6 µM; 190,000 tested, 0.1% active; AID 1325;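 active = inhibition above 80%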;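 note: 0% = DMSO and 100% = nicardipine control wells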
Target sequence (Q9UNQ0 whole entry, looked up): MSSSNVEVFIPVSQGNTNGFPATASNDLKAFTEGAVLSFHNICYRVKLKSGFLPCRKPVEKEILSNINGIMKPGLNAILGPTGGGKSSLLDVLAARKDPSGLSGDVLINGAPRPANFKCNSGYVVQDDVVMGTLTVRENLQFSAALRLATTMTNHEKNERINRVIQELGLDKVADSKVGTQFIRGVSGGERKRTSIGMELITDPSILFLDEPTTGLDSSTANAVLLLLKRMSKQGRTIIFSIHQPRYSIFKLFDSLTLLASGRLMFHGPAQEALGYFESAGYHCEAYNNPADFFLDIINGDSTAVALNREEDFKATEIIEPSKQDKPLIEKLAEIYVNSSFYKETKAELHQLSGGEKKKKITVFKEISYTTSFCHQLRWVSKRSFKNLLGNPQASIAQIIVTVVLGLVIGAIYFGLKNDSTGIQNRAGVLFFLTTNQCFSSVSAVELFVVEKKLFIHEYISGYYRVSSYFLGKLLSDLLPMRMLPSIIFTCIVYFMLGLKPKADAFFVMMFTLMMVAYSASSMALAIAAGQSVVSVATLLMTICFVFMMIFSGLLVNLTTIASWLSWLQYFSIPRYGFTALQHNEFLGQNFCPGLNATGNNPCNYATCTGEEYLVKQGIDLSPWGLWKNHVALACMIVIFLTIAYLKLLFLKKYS
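Test system: IgMXP3 (ABCG2) plus far-red-tagged CCRF-Adr (ABCB1) cells / Amount: 3 million cells/mL in well / Reagent: JC-1 transporter substrate / Timing: 10 min compound exposure, 25 °C / Signal: flow cytometry, 530 nm JC-1 signal / Read-out: percent efflux inhibition, scaled nicardipine 100% to DMSO 0% / Benchmarks: nicardipine as high control, DMSO as low control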
The depositor's hits bear a star; ? = inconclusive; . = no result given. Cut-off read from the data, not from the text of the source, unless noted: active = inhibition above about 40%. Hits appear at their usual frequency; about 1.1% have a hit in one of these screens.

SMILES	Bim-Bcl-XL	RGS4-Gao reg	RGS8-Gao	Bim-Bcl-2	Bcl-B Bim block	RGS7-Gao reg	ABCB1 inh	GSH bead fluor	Bfl-1 Bim block	Bim-Bcl-W	ABCG2 inh
CSc1ccc(-c2nc(CSCC(=O)NCCCN3CCOCC3)c(C)o2)cc1	-7	101	103	-8	-7	98	0.4	36	-16	1	15
CCn1c(COc2ccccc2C)nnc1SCC(=O)Nc1cc(C)on1	0	108	109	1	2	107	0.5	12	2	6	5
O=S1(=O)C=CC(Nc2cccc(Cl)c2)C1 (stereo not given)	-3	97	97	-2	0	97	0.6	17	0	-2	2
COC(=O)Cc1ccc(NC(=O)c2ccc(NC(=O)c3ccco3)cc2)cc1	0	102	101	-2	-3	98	0.9	19	-2	-2	11
O=S(=O)(NCc1ccccc1)NCc1ccccc1	0	97	101	-2	-2	97	0.6	10	-3	1	11
COc1cccc(-n2c(SCC(=O)NC3CCCCC3)nc3n[nH]c(C)c3c2=N)c1	2	95	103	-6	0	97	0.2	8	-6	7	4
CCc1nnc(NC(=O)CSc2ccc(-c3ccc(F)cc3)nn2)s1	-4	102	102	-1	-2	101	-0.1	24	-4	0	1
Cc1cc(-c2nnc3n2N=C(c2ccc(-c4ccccc4)cc2)CS3)n[nH]1	17	101	100	3	-2	100	1.0	13	1	9	5
O=C(Nc1ccccc1-c1ccccc1)NC1CC2CCCC(C1)N2Cc1ccc(F)cc1 (stereo not given)	0	102	104	3	-1	100	1.1	21	-3	0	0
O=C(C1=NN[C@@H]2C(=O)N(c3cccc(F)c3)C(=O)[C@H]12)c1ccc2ccccc2n1	18	107	99	7	13	103	0.8	10	12	12	25
S=c1[nH]nc(COc2cccc(Cl)c2)n1Cc1ccccc1	-8	96	92	-4	-6	101	0.7	13	-4	1	-4
COc1ccc(C2CC(c3cc(Br)ccc3F)n3nnnc3N2)cc1 (stereo not given)	-6	96	100	-2	-6	101	0.3	34	-10	-1	1
c1ccc(-c2ncc(CSc3nncn3-c3ccccc3)s2)cc1	-3	100	101	-5	-5	100	1.0	14	-6	0	4
Cc1c(Cl)cccc1NC(=O)CNc1cccc(S(=O)(=O)N(C)C)c1	-4	99	102	-3	-5	102	0.2	5	0	0	-3
ONc1cccnc1-n1nc(C(F)(F)F)cc1C(F)(F)F	-4	139	98	-4	-9	132	2.4	26	10	-1	43

4 compounds drawn at random from the list so far:
SMILES	Bim-Bcl-XL	RGS4-Gao reg	RGS8-Gao	Bim-Bcl-2	Bcl-B Bim block	RGS7-Gao reg	ABCB1 inh	GSH bead fluor	Bfl-1 Bim block	Bim-Bcl-W	ABCG2 inh
c1ccc(-c2ncc(CSc3nncn3-c3ccccc3)s2)cc1	-3	100	101	-5	-5	100	1.0	14	-6	0	4
Cc1cc(-c2nnc3n2N=C(c2ccc(-c4ccccc4)cc2)CS3)n[nH]1	17	101	100	3	-2	100	1.0	13	1	9	5
ONc1cccnc1-n1nc(C(F)(F)F)cc1C(F)(F)F	-4	139	98	-4	-9	132	2.4	26	10	-1	43
CSc1ccc(-c2nc(CSCC(=O)NCCCN3CCOCC3)c(C)o2)cc1	-7	101	103	-8	-7	98	0.4	36	-16	1	15

(next part)
SMILES	Bim-Bcl-XL	RGS4-Gao reg	RGS8-Gao	Bim-Bcl-2	Bcl-B Bim block	RGS7-Gao reg	ABCB1 inh	GSH bead fluor	Bfl-1 Bim block	Bim-Bcl-W	ABCG2 inh
O=C(c1ccc(F)cc1)C1CCN(S(=O)(=O)c2ccccc2)CC1	0	107	108	0	1	105	0.1	10	6	2	1
COC(=O)c1cccc(-n2c(C)cc(C=O)c2C)c1C	-6	98	101	1	-3	93	0.1	9	3	-5	0
O=C(CN1C(=O)CCC1=O)NCC12CC3CC(CC(C3)C1)C2	0	101	101	-5	-2	101	0.2	17	-1	0	2
CCc1ccc(C2=NN(S(C)(=O)=O)C(c3cccs3)C2)cc1 (stereo not given)	-3	99	101	-9	-8	105	0.6	33	-13	1	2
Cc1ccc(OCC(=O)N/N=C/C=C/c2ccco2)cc1	-7	92	99	-7	-13	94	-0.4	34	-14	-2	36
Cc1ccc(-c2nnn(CC(=O)NCc3ccccc3)n2)c(-n2cnnn2)c1	1	97	102	0	-1	97	0.2	32	0	0	0
CCn1c(COc2cccc(C)c2C)nnc1SCC(=O)N1CCN(c2ccc(OC)cc2)CC1	-2	100	100	-2	-2	99	2.4	10	-1	0	7
CCC(=O)N(CCN1CCOCC1)Cc1cc2cc3c(cc2nc1Cl)OCO3	0	102	100	-2	-2	101	0.1	13	-4	0	1
Cn1c(CSc2nc3ccccc3n2C)nc2ccccc21	0	101	103	-2	-1	98	1.2	19	0	2	4
CCOc1ccc(C(=O)N2CCN(c3ccccc3)CC2)cc1OCC	-6	103	103	-10	-8	100	1.1	25	-10	0	6
O=S(=O)(c1cccc2nsnc12)N1CCN(c2ccccc2F)CC1	0	100	105	4	2	115	0.8	28	3	0	1
CNC(=O)c1nc[nH]c1C(=O)NC	-5	101	104	-8	-6	101	1.0	25	-17	0	-7
Cc1cc(C(F)(F)F)nn1CC(=O)NNC(=S)NCC(C)C	-7	99	98	0	-5	99	0.7	59	-5	5	3
Cc1cc2nnc(SCC(=O)NCc3cccs3)n2c(N)n1	-3	98	101	-5	-5	98	0.2	13	-6	0	1
CCC(=O)Nc1sc2c(c1C(N)=O)CCC2	-1	16*	12*	0	-2	7.2*	-0.1	22	0	-1	1
Cc1ccc(C(=O)O)cc1NC(=O)c1cccs1	-2	98	102	0	-7	95	0.7	95*	-4	-2	1
Cn1cc(Br)c(C(=O)Nc2c(F)c(F)c(F)c(F)c2F)n1	-6	97	103	-9	-8	99	0.1	13	-13	-6	9
CN(CC(=O)NC(=O)NCc1ccccc1)Cc1ccc(Cl)cc1	-3	110	97	0	-1	100	0.6	11	0	0	3
Cc1ccc(-n2c(C)nc3oc4ccccc4c(=O)c3c2=O)cc1	1	89	97	2	2	81	0.3	18	2	2	1
Cc1nc2cc(NC(=O)CCS(=O)(=O)c3ccccc3)ccc2s1	-9	101	100	-5	-18	103	0.4	18	-8	-6	4
O=C(Nc1ccc(N2CCCC2)cc1)c1cccc(F)c1	0	95	102	-4	-6	98	0.0	37	0	2	0
COc1cccc(NC(=O)c2csc3c2CCCC3)c1	0	96	99	-2	0	104	1.1	15	-5	0	5
CCSc1nc(N2CCCCC2)c2c(c1C#N)CCCC2	-1	96	96	0	-1	96	0.5	12	-2	0	2
COC(=O)c1ccc(/C=C2/SC(=S)N(CCCC(=O)Nc3ccccn3)C2=O)cc1	-5	101	100	0	-9	103	.	13	3	-4	11
CC(C)(C)N(Cc1ccccc1)C(=O)COC(=O)Cn1cnc2ccccc2c1=O	-2	99	104	-4	-6	102	1.5	12	-13	-5	3
Nn1c(SCC(=O)NC2CCCCC2)nnc1-c1ccccc1	-3	103	104	2	-3	102	0.2	23	0	-3	2
CC(C)NC(=S)N1CCN(C(c2ccccc2)c2ccccc2)CC1	-9	98	102	-11	-12	102	0.1	12	-7	-3	1
CS(=O)(=O)N(CC(=O)NCCSC1CCCCC1)c1ccc2c(c1)OCO2	-8	100	103	-12	-10	102	-0.3	12	-14	-3	11
CCOC(=O)c1cnn(-c2cc(C)cc(C)c2)c1N	0	107	104	-3	-4	?	0.5	12	-8	-3	15
O=C(Oc1cc(-c2ccccc2)no1)c1cccc(C(F)(F)F)c1	-8	106	105	-8	-9	103	-0.9	35	-17	-1	-7
CCOc1ccc(-n2c(=O)c3c4c(sc3n(CC(=O)NCC3CCCO3)c2=O)CCCC4)cc1 (stereo not given)	-14	107	105	-1	-5	106	2.9	9	-5	-8	3
CCOC(=O)c1sc(NC(=O)CSc2nc(-c3ccco3)cc(C(F)(F)F)n2)c(C#N)c1C	-1	110	103	-1	-1	110	2.7	24	-6	3	4
Cc1nc(NC2=NCN(C3CCCCC3C)CN2)nc2ccccc12 (stereo not given)	4	105	103	1	6	110	0.4	44	0	1	4
Cc1ccc(C(=O)Nc2ccccc2NC(=O)c2ccc(C)o2)o1	-14	55	60*	3	7	65	1.1	240*	3	3	5
CCOC(=O)c1c(-c2ccc(C)cc2)csc1/N=C/N(C)C	3	79	91	1	-3	89	0.9	18	2	6	3
Cc1ccc(NC(=O)Nc2ccc3c(c2)nc(C)n3C)cc1	0	103	99	-5	-1	102	-1.6	11	-2	-2	-1
O=C(CSCc1c(F)cccc1Cl)NCc1ccco1	-2	98	93	-3	-2	101	1.0	16	0	0	7
Cn1c(=O)[nH]c(=O)c2c1nc(NCCCn1ccnc1)n2Cc1cccc(Br)c1	-8	96	96	-14	-12	98	1.1	22	-19	-3	24
O=C(CSc1nccn1-c1cccc(Cl)c1)NC1CCCC1	-6	102	101	-13	-12	103	0.8	31	-20	-3	8
O=C(c1cc2cc(Cl)ccc2oc1=O)N1CCOCC1	-6	103	102	-9	-10	101	0.1	11	-19	-5	1
NC(=O)c1ccccc1OCCOCCOCCOc1ccccc1C(N)=O	3	93	97	-8	-8	97	-1.1	36	-9	0	0
O=C(Nc1cccc(NC(=O)c2sc3ccccc3c2Cl)c1)c1ccco1	-3	101	106	-2	-6	104	0.3	5	0	-3	-2
Cc1nn(-c2ccccc2)c(N2CCCC2)c1/C=N/NC(=O)C1CC1	1	105	111	1	6	?	0.7	12	6	2	5
COc1ccc(OC)c(/C=C/C(=O)OCC(=O)c2c(N)n(C)c(=O)n(C)c2=O)c1	0	99	102	3	0	99	0.0	10	-3	0	1
Cc1cccc(-c2nsc(SCC(=O)Nc3cc(C)on3)n2)c1	-3	98	100	-5	-2	99	0.2	4	-7	-1	2
Cc1ccc(NC(=O)c2ccccc2[N+](=O)[O-])nc1	-2	94	94	-1	-3	98	1.8	12	0	1	6
CCCS(=O)(=O)N1CCC(C(=O)NC2CCCCC2C)CC1 (stereo not given)	-3	102	102	-9	-4	96	-0.3	25	-16	0	-3
Cc1cs/c(=N\N=C2CCCCC2)n1Cc1ccco1	0	100	97	3	-3	94	0.2	14	-1	0	1
Cc1ccc(C)c(N2CCN(C(=O)c3cc4ccccc4oc3=O)CC2)c1	-5	101	101	-10	-3	102	0.9	18	-9	-4	5
O=C(CSc1nnc(-c2cccs2)o1)N1CCc2ccccc21	-1	101	99	-1	1	102	-0.1	10	-1	-1	5
Cc1noc(C)c1COc1ccc(C(=O)OCC(=O)N2c3ccccc3NC(=O)C2(C)C)cc1	-6	97	102	-12	-9	95	1.2	27	-16	-2	45
CCOC(=O)Cn1ncc(-c2ccccc2)c1N	-8	96	95	-11	-10	94	1.7	28	-26	-8	34
COc1ccc2nc(/N=C/c3c(C)[nH]n(-c4ccc(C)cc4)c3=O)sc2c1	-7	94	95	-5	-7	95	-0.5	19	-13	-2	-1
Cc1sc2nc(-c3ccccn3)[nH]c(=O)c2c1-c1ccccc1	-20	98	93	-7	-72	?	0.2	23	14	-10	5
Cc1ccc(NC(=O)C2Cc3ccccc3C(=O)O2)cc1 (stereo not given)	-3	88	90	-1	0	91	0.7	8	5	-3	8
Cn1c(SCC(=O)CC(=O)Nc2ccccc2)nnc1-c1ccc(O)cc1	-7	107	108	2	-1	106	-2.4	11	-1	-5	-6
